Pol beta inh = qHTS Assay for Inhibitors of DNA Polymerase Beta. Pol beta primer extension/strand displacement, fluorescence kinetic. Potency, µM (highest dose often 114 µM), inactives show at the highest dose activity change, negative = inhibition, actives largely listed as inhibitors. actives 1.3% (n = 340,000); also: potency is read from the fitted curve at half-maximal effect; % is scaled to controls: 0 for no effect and ±100 for the full control effect
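Human Pol beta at 10 nM; strand-displacement substrate 50 nM final. Compound exposure 15 min at room temperature before start, reaction 10 min at room temperature.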
12-LOX inh = Primary qHTS assay for inhibitors of human arachidonate 12S-lipoxygenase (ALOX12): Round 2; Potency, µM (series often up to 108 µM), for the others: at the highest dose activity change, negative = inhibition, actives largely listed as inhibitors; purified 12hLO, xylenol orange hydroperoxide absorbance; actives 1.1% (n = 580,000); Polyunsaturated fatty acid lipoxygenase ALOX12 (Homo sapiens), P18054; also: potency is read from the fitted curve at half-maximal effect; % is scaled to controls: 0 for no effect and ±100 for the full control effect
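Purified human 12hLO at 150 nM in 25 mM Hepes, 0.01% Triton X-100, pH 7.0, preincubated 15 min at room temperature with compound. Reaction started with 40 uM arachidonic acid, 30 min at room temperature. Hydroperoxide measured by Fe-xylenol orange, 573/405 nm absorbance ratio.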
ERG Ets-DNA blk = qHTS for Small Molecule Inhibitors of the ERG Ets/DNA interaction | actives 0.028% (n = 370,000) | fluorescence polarization, His-ERG Ets domain / labelled DNA | Transcriptional regulator ERG (Homo sapiens), P11308 | Potency, µM (highest dose often 76.9 µM), without a hit: at the top dose FP activity, negative = inhibition, most hits filed as inhibitors; active = well fitted inhibition curve with a large enough effect in the polarisation, with a control signal flat; inconclusive = small, poorly fitted or top-dose-only effect, or effect the other way, or a change in a side signal; inactive = no such curve, though single readings can be large or run the other way; the % refers to the polarisation;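 also: polarization taken with two DNA probes labelled with fluorescein and Texas red; potency is read from the fitted curve at half-maximal effect; % of control where 0% means no effect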
Target sequence (P11308 whole entry, looked up, the tested form may be a part): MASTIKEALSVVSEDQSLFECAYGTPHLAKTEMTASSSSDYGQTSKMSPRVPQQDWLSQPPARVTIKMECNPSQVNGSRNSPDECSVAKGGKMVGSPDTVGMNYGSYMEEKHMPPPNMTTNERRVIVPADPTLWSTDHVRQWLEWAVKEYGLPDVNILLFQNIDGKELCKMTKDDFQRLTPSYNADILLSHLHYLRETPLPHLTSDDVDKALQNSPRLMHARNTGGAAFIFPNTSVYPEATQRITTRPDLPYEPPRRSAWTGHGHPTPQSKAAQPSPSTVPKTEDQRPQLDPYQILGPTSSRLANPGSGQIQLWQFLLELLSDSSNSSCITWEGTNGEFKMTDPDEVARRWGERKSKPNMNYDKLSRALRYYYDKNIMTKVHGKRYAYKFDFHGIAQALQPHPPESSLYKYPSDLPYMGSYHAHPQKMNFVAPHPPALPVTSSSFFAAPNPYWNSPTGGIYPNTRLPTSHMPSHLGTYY
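His-tagged ERG Ets domain (1 uM in the protein solution; 300mM KCl, 50mM Tris-HCl, 1mM EDTA, 1mM DTT, pH 7.5) received compound, then a probe mix of 5 nM fluorescein-DNA and 100nM Texas-615-DNA. Fluorescence polarization was read for both dyes.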
POLK inh = qHTS for Inhibitors of Polymerase Kappa; DNA polymerase kappa (Homo sapiens), Q9UBT6; purified Pol kappa, fluorescent DNA synthesis assay, 10 min; Potency, µM (highest dose often 107 µM), inactives show top-dose activity, negative = inhibition, most hits filed as inhibitors; actives 0.53% (n = 400,000); also: potency is read from the fitted curve at half-maximal effect; % is scaled to controls: 0 for no effect and ±100 for the full control effect
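Readout: fluorescence, taken kinetically at 0 and 10 min. Conditions: 10 nM Pol kappa, 15 min RT compound preincubation, 50 nM substrate final. Controls: enzyme-free buffer wells.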
APE1 inh = qHTS Assay for Inhibitors of the Human Apurinic/apyrimidinic Endonuclease 1 (APE1); recombinant APE1, TAMRA/BHQ-2 abasic DNA cleavage fluorescence; Potency, µM (top dose mostly 65.8 µM), without a hit: top-dose activity change, negative = inhibition, usual class: inhibitors; actives 0.35% (n = 350,000); AID 2517, 2012;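 also: potency is read from the fitted curve at half-maximal effect; plate controls were vehicle for no effect and reference inhibitor for full effect; nearly all actives have a fitted effect of over 55% in size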
Target sequence (P27695 whole entry, looked up): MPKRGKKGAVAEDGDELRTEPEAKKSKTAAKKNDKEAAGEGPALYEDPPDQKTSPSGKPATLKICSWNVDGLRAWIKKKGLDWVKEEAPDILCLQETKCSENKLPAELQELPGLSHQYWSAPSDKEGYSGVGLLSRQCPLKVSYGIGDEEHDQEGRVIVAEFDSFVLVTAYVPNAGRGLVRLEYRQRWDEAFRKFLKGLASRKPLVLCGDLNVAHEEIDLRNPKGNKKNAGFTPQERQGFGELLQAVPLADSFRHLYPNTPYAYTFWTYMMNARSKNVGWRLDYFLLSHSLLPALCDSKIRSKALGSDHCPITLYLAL
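Activity was derived from the fluorescence gain between first and third kinetic reads (60 s intervals, ex 525/em 598 nm) after 50 nM THF-abasic TAMRA/BHQ-2 duplex was added to 0.75 nM APE1 preincubated 15 min with compound.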
Apoferritin bind = qHTS Assay for Identification of Novel General Anesthetics. Ferritin light chain (Equus caballus), P02791. actives 0.074% (n = 350,000). apoferritin/1-aminoanthracene competitive binding, fluorescence. Potency, µM (highest dose often 77.5 µM), for inactives: top-dose activity change, negative = displacement, usual class: inhibitors; also: potency is read from the fitted curve at half-maximal effect; % is scaled to controls: 0 for no effect and ±100 for the full control effect; nearly all actives have a fitted effect of over 20% in size
Target sequence (P02791 2-175 limits assumed): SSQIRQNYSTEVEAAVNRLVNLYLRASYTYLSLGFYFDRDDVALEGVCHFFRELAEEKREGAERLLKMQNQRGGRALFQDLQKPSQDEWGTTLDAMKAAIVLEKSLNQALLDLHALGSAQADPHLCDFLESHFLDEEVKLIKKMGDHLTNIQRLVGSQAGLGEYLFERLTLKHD
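Horse-spleen apoferritin (10 uM) was mixed with 50% saturated 1-aminoanthracene in PBS, exposed to compounds for 10 min at room temperature, and read for fluorescence (ex 380 nm, em 535 nm). Competitive displacement was fitted with a four-parameter Hill equation.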
LDHA inh = qHTS assay for inhibitors of human lactate dehydrogenase. actives 0.15% (n = 480,000). activity change, % (values are at about 110 or 230 µM). purified LDHA, NADH/diaphorase-resazurin fluorescence; hits give low values; in the data active = activity change below about -30%; inconclusive = mostly about -25% to -30%;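 also: plate controls were DMSO wells for no effect and wells without enzyme for full effect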
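Enzyme activity of human lactate dehydrogenase 5 (2 nM; 0.06 mM NADH, 0.2 mM pyruvate, 5 min, RT) is measured via a resazurin/diaphorase fluorescence readout of residual NADH.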
RGS4 inhibitor = Inhibitors of Regulator of G Protein Signaling (RGS) 4: qHTS. Potency, µM (top dose mostly 114 µM), inactives show at the top dose activity change, negative = inhibition, usual class: inhibitors. actives 0.039% (n = 390,000). Transcreener GDP fluorescence polarization, RGS4-accelerated GTP hydrolysis; also: potency is read from the fitted curve at half-maximal effect; % is scaled to controls: 0 for no effect and ±100 for the full control effect; nearly all actives have a fitted effect of over 75% in size; some results filed as inactive show a strong effect at the top dose
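MLSMR compounds (23 nl, pin-transferred) preincubated 10 min at room temperature with a 500nM (2x) first reagent, then RGS4 at 900nM (2x) plus Transcreener GDP mix added; fluorescence polarization (620/688 nm) read before and after 90 min at 30 °C.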
POLH inh = qHTS for Inhibitors of Polymerase Eta. recombinant Pol eta, fluorescent DNA replication assay. Potency, µM (highest dose often 114 µM), without a hit: top-dose activity change, negative = inhibition, usual class: inhibitors. actives 1.2% (n = 390,000); also: potency is read from the fitted curve at half-maximal effect; % is scaled to controls: 0 for no effect and ±100 for the full control effect
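Pol eta at 10 nM preincubated with compounds 15 min at room temperature; reaction started with fluorescent substrate (50 nM final) and read kinetically at 0 and 10 min.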
An asterisk follows results filed as active; i = inactive; ? = inconclusive; . = no result given; & = joins results of further samples; [ ] = another dose, or the depositor's remark. Unless noted, calls follow the shape of the dose curve; as a rule, active = well fitted curve in the direction sought with a large enough effect; inconclusive = small, poorly fitted or top-dose-only effect, or another doubt; inactive = no such curve, though single readings can be large; an effect the other way counts as inactive or inconclusive.

| Structure | Pol beta inh | 12-LOX inh | ERG Ets-DNA blk | POLK inh | APE1 inh | Apoferritin bind | LDHA inh | RGS4 inhibitor | POLH inh |
| --- | --- | --- | --- | --- | --- | --- | --- | --- | --- |
| C(=C\c1ccccc1)/CN1CCN(c2ncnc3c2oc2ccccc23)CC1 | 2% | -16% | 2% | -12% | -3% | -9% | 3 | 13% | -20% |
| CC1(C)C(C=C(Cl)Cl)C1C(=O)NC(O)C(=O)c1ccccc1 (centres undefined) | 43% | -10% | 7% | -5% | -4% | -14% | 5 | -12% | -5% |
| CCn1cc2nc(SCC(=O)Nc3ccc(OC)c(OC)c3)n(Cc3ccc(Cl)cc3)c(=O)c2n1 | -27% | -25% | -3% | -7% | . | -7% | 2 | -2% | -17% |
| O=[N+]([O-])c1ccccc1OCCN1CCOCC1 | 14% | ? | -4% | -16% | -1% | -1% | -8 | 13% | -4% |
| COc1ccccc1C(=O)Nc1nc(-c2cccs2)c(NC(C)=O)s1 | 3% | -16% | 0% | -18% | 10% | 96%[activator] | -7 | -5% | 1% |
| CC(C)c1ccc(Nc2nc3ccc(C(=O)c4ccccc4)cc3n3cnnc23)cc1 | 2% | -16% | 2% | -21% | . | 20% | -4 | 0% | 12% |
| CC(=O)Cn1nnc2sc(-c3ccccc3)cc2c1=O | ? | ? | 20%&0% | -26%&-9% | -1% | -16%&0% | 2&0 | 0%&-25% | ? |
| CC1CCc2c(sc(NC(=O)C3c4ccccc4Oc4ccccc43)c2C#N)C1 (centres undefined) | 28% | -7% | 4% | -24% | . | 33%[activator] | -4 | 6% | -8% |
| CC(C)(C)n1nc2c(c1NC(=O)c1ccc(S(=O)(=O)N3CCCC3)cc1)CS(=O)C2 (centres undefined) | 7% | 0% | -17% | -4% | 6% | -1% | 1 | -25% | -3% |
| CCCCN(C(=O)c1cc(-c2ccc(F)cc2)nc2ccccc12)c1c(N)n(CCCC)c(=O)[nH]c1=O | . | -3% | 2% | -17% | 4% | . | -8 | 6% | -3% |
| O=C(CSCC(=O)OCC(=O)c1ccc(Br)cc1)Nc1ccc(Br)cc1 | ? | 0% | -5% | -2% | -9% | ? | -1 | -19% | -13% |
| Cc1ccccc1OCC(O)CN1CCN(C)CC1 (centres undefined) | 4% | -13% | -4% | -14% | 14% | -2% | -1 | 17% | -15% |
| CCc1nc(SCC(=O)Nc2nnc(CC)s2)c2c(C)c(C)sc2n1 | 40% | 13% | . | -3%[60.1 µM] | -2% | -9% | -7 | -17% | -8% |
| NC(=O)CSc1nnc(-c2ccc(S(=O)(=O)N3CCOCC3)cc2)n1Cc1ccccc1 | 1% | -3% | -9% | -6% | -4% | ? | -4 | 1% | -5% |
| CCCCN(C(=O)c1ccc(Cl)cc1)C1CC2CCC(C1)N2C (centres undefined) | -4% | 0%[57.4 µM] | 3% | -13% | 2% | 0% | -8 | -3% | -8% |
| CN(C1CCCCC1)S(=O)(=O)c1cccc2nsnc12 | -29% | 0% | -1% | -2% | 30% | 1% | -5 | 6% | -23% |
| NS(=O)(=O)c1ccc(-n2nncc2C23CC4CC(CC(C4)C2)C3)cc1 | 6% | 6% | . | -5% | 1% | ? | -1 | -4% | -7% |
| O=C(CN1CCN(C(=O)N2CCCCC2)CC1)Nc1ccc(F)cc1 | 0% | 15% | . | -6% | 2% | 2% | 0 | -15% | -12% |
| CCOC(=O)c1ccc(-c2ccc(C=O)o2)cc1 | 5% | 0% | 2% | -9% | 1% | -4% | -15 | 11% | 2% |
| CCN1CCN(c2ccc(S(=O)(=O)N3CCOCC3)cc2NC(=O)CCC(C)C)CC1 | . | -24% | 4% | -2% | 6% | . | -9 | 8% | 2% |
| Cc1ccc(CN2C(=O)CCC2C(=O)NCCCN2CCCCC2C)cc1 (centres undefined) | 65% | 1% | -2% | 6% | 10% | -6% | -3 | 11% | 3% |
| Cc1cccc(-n2ccnc2SCC(=O)Nc2ccc3c(c2)OCO3)c1 | 8% | 22%&-3% | 2% | -6%[60.1 µM] | . | -2% | 9&-1 | -2% | -5% |
| Cc1ccc(-c2nc(C=Nc3cccc(C)c3)c(O)o2)cc1 | 4% | -29% | -2% | 0% | 3% | -13% | -6 | -2% | -11% |
| O/C(=C\Sc1nnc(Cc2ccccc2)o1)c1ccc(Br)cc1 | 6% | -10% | . | -4% | 0% | -12% | -6 | 16% | 8% |
| Cc1nc2c(C)cccn2c(=O)c1NC(=O)c1ccc(Br)o1 | . | -7% | 8% | -1% | 47% | . | -6 | -30% | -14% |
| COc1ccc(C2=NN(C(=O)CSc3nc(=O)n4ccc(C)cc4n3)C(c3ccc(C)cc3)C2)cc1 (centres undefined) | . | -16% | 1% | -11% | 6% | . | -4 | -2% | -21% |
| O=C(COc1ccc2c3c(c(=O)oc2c1)CCCC3)NCC(O)c1ccccc1 (centres undefined) | -2% | 37%[activator] | 1% | 7% | -9% | -11% | -3 | -24% | -5% |
| CCOc1ccc(CNC(=O)c2oc3c(c2C)-c2nn(Cc4cccc(Cl)c4)cc2CC3)cc1 | 1% | 0% | 3% | 1% | . | -14% | 21 | -4% | 3% |
| Cc1cc(C(=O)NNC(=S)NCc2ccco2)nn1C | 2% | 8% | 16% | 6% | -12% | -1% | 1 | -27% | -7% |
| Cc1cc(C)c(S(=O)(=O)Nc2ccnc(-c3cccnc3)n2)c(C)c1 | 2% | -12% | -12% | 6% | 12% | -3% | -9 | 8% | -3% |
| COC(=O)CCCC(=O)N1CCC(n2nccc2NC(=O)CCOc2ccccc2)CC1 | -1% | 471%[activator] | 12% | -1% | 61% | -7% | -7 | 28% | -22% |
| O=C(COC(=O)c1cc[n+]([O-])cc1)Nc1ccc(SC(F)F)cc1 | 8% | ? | 18% | -18% | 2% | -1% | -7 | -12% | -12% |
| O=C(Nc1ccccc1)c1cc([N+](=O)[O-])ccc1NCc1cccnc1 | -1%[57.1 µM] | -3% | 15% | -11% | 2% | -8% | -4 | 7% | -4% |
| CCCC(CCC)C(=O)O | 16%[57.1 µM] | -8%&11%&-1% | 8%&-12% | ? | -11%&-3%&-3%&2%&1% | -5% | -6&-10 | ? | -10% |
| CN(C)c1cccc2c(/C=N/O)ccc(N(C)C)c12 | 26% | 0% | 2% | -13% | -9% | -5% | 21 | -8% | -6% |
| O=C(COC(=O)CCC1CCCC1)Nc1ccc(F)cc1 | . | 1% | . | -19% | -18% | . | -4 | 13% | 1% |
| CC(CCc1ccccc1)NC(=O)COC(=O)c1cccnc1Cl (centres undefined) | . | -6% | 10% | -9% | 14% | . | -6 | -12% | -15% |
| CCCN(CC(=O)Nc1ccccc1C)C(=O)COc1c(Cl)cccc1Cl | . | 0% | . | -9% | 47% | . | 1 | ? | -5% |
| CCc1nnc(NC(=O)CC(=O)Nc2ccccc2C(=O)O)s1 | -6% | ? | -7% | -10% | 6% | -9% | -9 | 5% | -9% |
| O=C(Cc1ccccc1[N+](=O)[O-])NNC(=O)c1ccncc1 | . | 170%[activator] | 6% | -3% | 22% | . | -5 | 27% | -2% |
| Cc1cc(C(=O)NC(C)c2ccncc2)cs1 (centres undefined) | 80% | 0% | 0% | -5% | -1% | -13% | -3 | 23% | -8% |
| O=C(NCCC1CCCCN1S(=O)(=O)c1ccc(F)cc1)C(=O)NCc1ccccn1 (centres undefined) | . | 3% | -4% | -8% | 4% | . | -1 | -20% | -22% |
| CC(=O)c1c[nH]c(C(=O)NC2CCCCCC2)c1 | 12% | i | 8% | 5% | 11% | 4% | -3 | 7% | -27% |
| Cc1ccc(CC(NC(=O)C2CCCCC2)C(=O)O)cc1 (centres undefined) | . | 3% | -3% | -8% | -2% | . | -3 | 10% | -10% |
| CSCCC(NC(=O)c1ccccc1)C(=O)OCC(=O)N(C)CCC#N (centres undefined) | 0% | 70%[activator] | -2% | -13% | -2% | -4% | -3 | 25% | -2% |
| C=C(C)c1cccc(C(C)(C)NC(=O)N2CCC(C(N)=O)CC2)c1 | 18% | 52%[activator] | 2% | 11% | 0% | -7% | -2 | 0% | -17% |
| CN(Cc1nccn1C)C(=O)c1cc(COc2cccc(C(F)(F)F)c2)on1 | -2% | 1% | -16% | 3% | 6% | -20% | -3 | -7%[56.9 µM] | -5% |
| Cc1nonc1OCCCNc1ccc([N+](=O)[O-])cc1Cl | 8% | -10% | 15% | -5% | 7% | -9% | -3 | -23% | -23% |
| S=C1NC(c2cccs2)=CC(c2ccc(Br)cc2)N1 (centres undefined) | 3% | 40µM* | . | -10% | 0% | -20% | 0&1 | ? | -11% |

Compound activity (PubChem)

The list is partial; count on the stated rates, not on these rows.
